L3MBTL1 block – qHTS Assay for the Inhibitors of L3MBTL1; Potency, µM (series often up to 57.1 µM), for inactives: top-dose activity, negative = inhibition, usual class: inhibitors; AlphaScreen L3MBTL1–H3K9me1 peptide binding; hit rate 0.66% among 230,000; Lethal(3)malignant brain tumor-like protein 1 (Homo sapiens), Q9Y468; AID 485360, 2010; active = well fitted inhibition curve with a large enough effect; inconclusive = small, poorly fitted or top-dose-only effect; inactive = no such curve, though single readings can be large or run the other way; also: nearly all actives have a fitted effect of over 60% in size
Target sequence (Q9Y468 whole entry, looked up): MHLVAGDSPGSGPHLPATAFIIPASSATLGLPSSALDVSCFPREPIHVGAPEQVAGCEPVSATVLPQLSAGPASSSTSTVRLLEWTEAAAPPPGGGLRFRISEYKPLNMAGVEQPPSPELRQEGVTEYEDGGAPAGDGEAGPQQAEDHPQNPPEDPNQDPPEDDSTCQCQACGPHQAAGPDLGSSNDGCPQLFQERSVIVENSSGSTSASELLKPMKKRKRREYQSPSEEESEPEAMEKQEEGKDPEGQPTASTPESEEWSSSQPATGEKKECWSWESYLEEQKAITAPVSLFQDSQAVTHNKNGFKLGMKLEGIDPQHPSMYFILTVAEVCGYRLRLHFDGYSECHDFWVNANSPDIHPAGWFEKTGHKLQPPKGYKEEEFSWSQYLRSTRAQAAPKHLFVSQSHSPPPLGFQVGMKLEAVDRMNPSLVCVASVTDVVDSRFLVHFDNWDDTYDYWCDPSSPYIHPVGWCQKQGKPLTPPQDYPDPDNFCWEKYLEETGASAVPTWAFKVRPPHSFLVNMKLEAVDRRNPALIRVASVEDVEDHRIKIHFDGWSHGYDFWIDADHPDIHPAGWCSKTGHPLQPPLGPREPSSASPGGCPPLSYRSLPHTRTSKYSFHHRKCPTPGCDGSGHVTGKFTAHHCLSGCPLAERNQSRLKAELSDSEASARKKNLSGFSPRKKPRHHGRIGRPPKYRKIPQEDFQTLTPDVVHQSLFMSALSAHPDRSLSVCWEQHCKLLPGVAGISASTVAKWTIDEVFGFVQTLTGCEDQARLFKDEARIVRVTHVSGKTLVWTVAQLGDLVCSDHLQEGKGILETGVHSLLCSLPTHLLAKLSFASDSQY
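AlphaScreen assay: L3MBTL1 (50 nM final) was preincubated 30 min at room temperature with biotinylated H3(1-15)K9me1 peptide (75 nM final), then 30 min with library compounds; streptavidin donor and nickel chelate acceptor beads (10 ug/mL final) added, 30 min dark.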
Active calls of the source: *; ? = inconclusive; [ ] = another dose, or the depositor's remark. % is scaled to controls: 0 for no effect and ±100 for the full control effect; potency is read from the fitted curve at half-maximal effect. The list is partial; rates above refer to the full screens.

SMILES | L3MBTL1 block
CCc1noc(C)c1C(=O)OCC(=O)Nc1ccccc1SC | 6.8%
O=C1C=C(c2ccc(C(=O)O)cc2)C[C@@H](c2ccc(Cl)cc2)C1 | -5.0%
COc1ccc(OC)c(-c2nnc3n2N=C(c2ccc(OC(F)F)c(OCC4CC4)c2)CS3)c1 | -14.6%
CC1CC(C)CN(S(=O)(=O)c2cc3c(cc2Cl)NC(=O)CO3)C1 (stereo not drawn) | 6.9%
Cc1ccc(S(=O)(=O)N2CCC(C(=O)OCc3c(C)noc3C)CC2)cc1C | 8.1%
CS(=O)(=O)N1CCN(C(=O)CSc2ccccc2)CC1 | 2.5%
Cc1ccc(-c2nn(-c3ccccc3)cc2CC(=S)N2CCOCC2)cc1 | -11.4%
Cc1cccc(NC(=O)C2CCN(S(=O)(=O)c3c(C)c(C)cc(C)c3C)CC2)n1 | -4.5%
CCN1C(=O)[C@H]2[C@@H](c3ccc(-c4ccccc4)cc3)N[C@@](CC(C)C)(C(=O)OC)[C@H]2C1=O | 4.8%
O=C1N(c2ccccc2)C(c2ccccc2)C12CCCCC2 (stereo not drawn) | 15.1%
COC(=O)Nc1ccc2c(c1)Nc1ccccc1CC2 | -0.3%[2.29 µM]
CCC(C)NC(=O)c1ccc(NC(=O)CC2SC(N3CCCC3)=NC2=O)cc1 (stereo not drawn) | -1.4%
O=C(NCC(c1ccco1)N1CCc2ccccc21)c1ccc([N+](=O)[O-])cc1 (stereo not drawn) | -9.8%
Cc1nc(SCC(=O)N2CCCC2=O)nc(C)c1C | 22.7%
CC[C@@]1(c2ccccc2)C(=O)N(C(=O)OC)N1C(=O)OC | -1.0%
NS(=O)(=O)c1cc(C(=O)NNC(=O)c2ccc3c(c2)OCO3)ccc1Cl | 1.3%
C=CC[C@@H](CC(=O)N[C@H](CO)Cc1ccccc1)C(=O)N[C@H](COC(=O)[C@@H](CC=C)CC(=O)OC(C)(C)C)Cc1c[nH]c2ccccc12 | 10.0%
O=C(N/C(=C/c1ccccc1Cl)C(=O)N1CCOCC1)c1ccccc1 | 2.3%
COc1ccc(N(C(C)C(=O)NCCSCc2cccc(Cl)c2)S(C)(=O)=O)cc1 (stereo not drawn) | -2.7%[2.29 µM]
Cc1ccnc(NC(=O)C2CCN(S(=O)(=O)c3ccc(Cl)c(C(F)(F)F)c3)CC2)c1 | -4.5%
C[C@H](CO)N1C[C@H](C)[C@@H](CN(C)S(C)(=O)=O)Oc2ccc(NC(=O)CCC(F)(F)F)cc2C1=O | 5.4%
C=CC[N+](C)(C)c1ccc(CCC(=O)CCc2ccc([N+](C)(C)CC=C)cc2)cc1 | -7.3%
CCCN[C@@H]1C(=O)N2C(C(=O)OCCC)=C(C)CS[C@H]12 | 1.7%
COc1ccc(-c2noc(N3CCC(C(=O)NCCCN4CCCC(C)C4)CC3)n2)cc1 (stereo not drawn) | 1.1%
O=C(C[C@H]1C[C@H](C(=O)N2CCOCC2)[C@@]2(CCC3CCCC3)c3[nH]c4cc(-c5ccco5)ccc4c3CCN2C1=O)NCCCn1ccnc1 | -14.1%
Remaining list, next part:
SMILES | L3MBTL1 block
COc1cc(COC(=O)Oc2ccc(CNC(C)=O)cc2OC)c([N+](=O)[O-])cc1OC | 3.2%
O=C(Cc1cccc(F)c1F)NC1CCCN(Cc2ccc(Cl)cc2)C1 (stereo not drawn) | -3.8%
COc1cc2[nH]c(=O)c(C(=O)NCc3ccccc3Cl)c(O)c2cc1OC | 2.0%
O=C(CN1CCCCCC1)Nc1ccccc1[N+](=O)[O-] | 10.7%[2.29 µM]
CCCOc1ccc(C(=O)CCC(=O)Nc2ccc(N3CCN(C)CC3)cc2)cc1 | ?
COC(=O)c1ccccc1NC(=O)c1sc(Cl)nc1C | -4.1%
COc1ccc(CC(=O)N2CCN(c3ccccc3F)CC2)cc1OC | -2.0%
CC1CCCCC12NC(=O)N(CC(=O)NCc1ccccc1Cl)C2=O (stereo not drawn) | 0.4%
COc1cc(S(=O)(=O)N2CCOCC2)cc(C(=O)OCC(=O)NC2CCCCC2)c1OC | -4.5%
CNC(=O)NC(=O)CSc1nnc(-c2ccco2)n1-c1ccccc1 | 5.5%
COc1ccc(C(=O)NCc2cc3ccccc3n2C)cc1 | -6.6%
COc1cccc(/C=C/C(=O)OCC(=O)N2CCCc3ccccc32)c1 | 4.1%
CC[C@]12c3[nH]c4ccc(OC)cc4c3CCN1C(=O)C(CC(=O)NC(C)(C)C)C[C@@H]2C(=O)N1CCN(C(=O)c2ccco2)CC1 (stereo partly drawn) | 7.2%
COc1cc(CN(C2CC2)S(=O)(=O)c2ccccc2Br)cc(OC)c1 | 13.2%
CCOc1ccc(NC(=O)CSc2nc(=O)n(Cc3ccccn3)c3c2CCC3)cc1 | -1.8%
O=S(=O)(Cc1ccccc1)Nc1ccccc1 | 4.4%
CC(=O)c1c(C)[nH]c(C(=O)CN(C)CC(=O)Nc2ccccc2Cl)c1C | -5.5%
COc1ccc(OC)c2c(C)cc(N3CCCCCC3)nc12 | -6.1%
Cc1cc(C)n2nc(C(=O)OCC(=O)N(C)Cc3ccccc3)nc2n1 | 1.6%
CCN1C(=O)[C@@H]2[C@H](C1=O)[C@@H]1C(=O)Nc3ccccc3C(=O)N1[C@@H]2c1cccc(OC)c1 | -5.7%
COc1ccc(OCC(=O)N(C)CC2COc3ccccc3O2)cc1 (stereo not drawn) | -3.4%
CN1CCC(=O)N([C@H](CN=[N+]=[N-])c2ccccc2)CC1 | 43.8%[activator]
CC(Sc1nnc(C2CC2)n1C1CC1)C(=O)N(C)C1(C#N)CCCCC1 (stereo not drawn) | 2.3%
Cc1cccc(NC(=O)CN2CCN(C(=O)c3ccc(-c4nc5ccccc5s4)o3)CC2)c1C | -15.6%
Cc1ccc(CNC(=O)c2cc(-c3ccccc3C)n(CC3CC(c4cccc([N+](=O)[O-])c4)=NO3)n2)cc1 (stereo not drawn) | -11.2%

Among those listed so far, six contain an aryl thioether with sulfur outside any ring.
SMILES | L3MBTL1 block
CCc1noc(C)c1C(=O)OCC(=O)Nc1ccccc1SC | 6.8%
CS(=O)(=O)N1CCN(C(=O)CSc2ccccc2)CC1 | 2.5%
Cc1nc(SCC(=O)N2CCCC2=O)nc(C)c1C | 22.7%
CNC(=O)NC(=O)CSc1nnc(-c2ccco2)n1-c1ccccc1 | 5.5%
CCOc1ccc(NC(=O)CSc2nc(=O)n(Cc3ccccn3)c3c2CCC3)cc1 | -1.8%
CC(Sc1nnc(C2CC2)n1C1CC1)C(=O)N(C)C1(C#N)CCCCC1 (stereo not drawn) | 2.3%

Later entries.
SMILES | L3MBTL1 block
O=C(CCSc1ccccc1Cl)NNC(=O)c1ccncc1 | 6.6%
CCC1Nc2ncnc(N3CCOCC3)c2N(Cc2ccc(OC)cc2)C1=O (stereo not drawn) | 6.7%
COCc1ccc(-c2c(-c3ccc(OC)cc3)oc(=O)c3cc(OC)c(OC)cc23)cc1 | 0.4%
COc1ccc2[nH]c3c(c2c1)CCN1C(=O)C(CC(=O)NCc2ccco2)C[C@H](C(=O)N2CCCCC2)[C@@]31CCc1ccccc1 (stereo partly drawn) | ?
CC(C)C[C@]1(c2ccccc2)ON(c2ccccc2C(F)(F)F)C1=O | 18.8%
c1ccc(NC2=NCCN2CCC2CCCCC2)cc1 | 13.8%
CCc1cccc(C)c1NC(=O)C1CC(=O)N(C2CCCC2)C1 (stereo not drawn) | 0.3%
CC(Sc1nn(-c2ccc(Cl)cc2)c(=S)s1)C(=O)NCC1CCCO1 (stereo not drawn) | -10.6%
CN1CCN(S(=O)(=O)c2cc(Cl)c(Cl)cc2Cl)CC1 | 37.0%[activator]
CN(C)C(=O)CCc1ccc2c3c([nH]c2c1)[C@]1(C)[C@@H](C(=O)N2CCCCC2)C[C@H](CC(=O)NCCCn2ccnc2)C(=O)N1CC3 | 1.5%
Cc1cc(NC(=O)CSc2nnc(-c3ccco3)n2N)no1 | 3.1%
COc1cc(N2Cc3ccccc3C2)ccc1C=O | -11.7%
CC(C)N(C(=O)CSc1ccc(S(=O)(=O)N2CCCCC2)cn1)C(C)C | 0.4%
O=C(CCN1CCOCC1)NNC(=O)c1ccc([N+](=O)[O-])cc1[N+](=O)[O-] | 2.4%
CCCCOc1ccc(C(=O)NCC(=O)N(C)Cc2nc3ccccc3c(=O)[nH]2)cc1 | 4.8%
NC(=O)c1ccc(SCC(=O)OCC(=O)NCc2cccs2)c([N+](=O)[O-])c1 | 2.7%
Cc1cccc(C(=O)OCC(=O)c2c(C)[nH]c3ccccc23)c1O | 4.2%
O=C(Oc1cccc([N+](=O)[O-])c1)c1ccc2c(=O)n3c(nc2c1)CCC3 | ?
COc1ccccc1C(=O)NNC1=NS(=O)(=O)c2ccccc21 | -0.4%[2.29 µM]
Cc1cccc(NC(=O)C2CCN(S(=O)(=O)c3ccc4ccccc4c3)CC2)n1 | -12.7%
COc1ccc(C(=O)OCC(=O)Nc2ccc(N3CCOCC3)cc2)cc1 | 6.3%
NC[C@H](Cc1ccccc1)NCCCCC1CCCCC1 | -6.1%
CC1(C)CC2CC(C)(CN2S(=O)(=O)c2cccc(C(=O)OCC(N)=O)c2)C1 (stereo not drawn) | -1.2%
CCN(CC(=O)Nc1ccc(NC(C)=O)cc1)C(=O)/C=C/c1cn(-c2ccccc2)nc1-c1cccs1 | -11.9%
C=CCn1c(NC(=O)c2ccccc2)nc2ccccc21 | 4.1%
Carrying on:
SMILES | L3MBTL1 block
O=C(COc1cccc2cccnc12)Nc1cccc(S(=O)(=O)N2CCCC2)c1 | ?
O=C(CSc1ccccc1)NCc1ccccc1 | 0.0%[2.29 µM]
CN(CCOc1cccc2ccccc12)Cc1ccccc1 | -1.6%
O=C(NNC(=O)C12CC3CC(CC(C3)C1)C2)c1ccccc1O | -4.5%
O=C(Nc1ccccc1Cl)c1ccc2c(=O)n3c(nc2c1)CCC3 | 0.4%
c1ccc(NC2=NCCN2CCCC2CCCCC2)cc1 | 4.7%
O=C(c1ccc(F)cc1)c1ccc(OCC(=O)N2CCOCC2)cc1 | -0.3%
COc1ccc(C(=O)COC(=O)c2sc(C)nc2C)cc1F | -0.7%
CCc1ccc(N(CC(=O)NC(C)(C)C)C(=O)CCC(=O)Nc2ccccn2)cc1 | -5.8%
CCOc1ccc(S(=O)(=O)NCCC(=O)N2CCN(c3ncccn3)CC2)cc1 | 6.4%
O=C(OCC(=O)N1CCOCC1)c1ccc2ccccc2c1O | 7.6%
CC(C)CN1CCC(=O)N(CCSc2ccccc2)CC1 | 36.5%[activator]
OCC1(CO)COC(/C=C/c2ccccc2)=N1 | 2.3%
C/C=C/C1=CC(=O)C[C@H](c2ccc(OC)c(OC)c2)C1 | 2.9%
CCOc1ccc(Nc2nc3c(C)cccc3cc2C#N)cc1 | 9.1%[2.29 µM]
COC(=O)c1ccc(CNC(=O)c2ccc3c(c2)NC(=O)CS3)cc1 | 1.5%
COc1ccc2[nH]cc(CCNC(=O)CCC3CCCCC3)c2c1 | -4.6%
COc1ccc(NC(=O)CN(C)C(=O)CNC(=O)c2ccc(C)s2)cc1 | 7.2%
CCCCC(=O)NC(c1ccc(N(C)C)cc1)c1ccc2cccnc2c1O (stereo not drawn) | ?
CC(C)(C)C1CCC(=NNC(=O)C2COc3ccccc3O2)CC1 (stereo not drawn) | 4.9%
CCN(CC(=O)NCc1ccc(Cl)cc1)C(=O)CSc1cc(C)ccc1C | 1.8%
CCOC(=O)C1=NS(=O)(=O)NC(C)=C1 | 5.1%
CCCCCc1ccc(-c2cn(CC3CCCCC3)nn2)cc1 | 4.6%
CCOc1ccc(C2C(C#N)=C(N)Oc3cc(O)ccc32)cc1OCC (stereo not drawn) | -3.4%[2.29 µM]
CC1CN(S(=O)(=O)c2cccc(C(=O)Nc3ccc(S(=O)(=O)NC4=NCCCCC4)cc3)c2)CC(C)O1 (stereo not drawn) | 9.4%
Following part.
SMILES | L3MBTL1 block
Nc1nc(NCc2ccccc2Cl)n(-c2ccccc2)n1 | 8.8%
O=S(=O)(c1ccc(F)c(F)c1)N1CCN(c2ccccn2)CC1 | 0.0%
CC(C)c1ccccc1NC(=O)C1CCCN(C(=O)c2ccc(Cl)cc2)C1 (stereo not drawn) | 5.4%
COc1cccc(CN(C)C(=O)c2cccc(S(=O)(=O)NCc3ccccc3)c2)c1OC | 7.8%
Clc1ccc(Cn2nnc3ccccc32)cc1 | 14.2%
O=C(NCc1cccc(OC(F)(F)F)c1)c1cccc2c1C(=O)c1ccc(-c3ccc(F)cc3OCc3ccccc3)cc1S2(=O)=O | -4.1%
O=C1c2ccccc2C(=O)N1CC(O)COc1ccc(Br)cc1 (stereo not drawn) | 1.0%
O=C(CN1CCN(C(=O)CNC(=O)c2ccc3c(c2)OCO3)CC1)Nc1cccc(F)c1 | -1.1%
Cc1ccccc1OCC(=O)OCC(=O)NCCc1ccccc1 | 3.4%
Cc1ccc(C)c(C(=O)CCC(=O)Nc2ccc(F)cc2)c1 | 2.8%
CCCn1nc(C(=O)Nc2cc(S(=O)(=O)Nc3ccc(OC)cc3)ccc2O)c2ccccc2c1=O | -5.2%
CC(=O)Nc1cccc(C(=O)OCc2csc(CC(=O)Nc3ccccc3C)n2)c1 | 23.8%

Two compounds picked at random from those above, as already listed:
SMILES | L3MBTL1 block
Cc1ccccc1OCC(=O)OCC(=O)NCCc1ccccc1 | 3.4%
O=S(=O)(c1ccc(F)c(F)c1)N1CCN(c2ccccn2)CC1 | 0.0%

Part of the list above in order of length of the SMILES, ascending:
SMILES | L3MBTL1 block
CC(C)CN1CCC(=O)N(CCSc2ccccc2)CC1 | 36.5%[activator]
CC(C)(C)C1CCC(=NNC(=O)C2COc3ccccc3O2)CC1 (stereo not drawn) | 4.9%
O=S(=O)(c1ccc(F)c(F)c1)N1CCN(c2ccccn2)CC1 | 0.0%
CCCCC(=O)NC(c1ccc(N(C)C)cc1)c1ccc2cccnc2c1O (stereo not drawn) | ?

Bioassay records: PubChem BioAssay, National Center for Advancing Translational Sciences (NCATS)
